# PfGluPho inh: PfG6PD (Plasmodium falciparum) enzyme inhibition. PfGluPho enzyme, NADPH resazurin-diaphorase fluorescence. inhibition, % at 20 µM. hit rate 0.78% among 350,000. AID 504690;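 active = inhibition reaching at least a set limit at 20 µM in the primary screen, cut at about 59% in these data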;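 also: 0% = DMSO wells with substrate and 100% = DMSO wells lacking glucose-6-phosphate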
# mIAP block: blocks mouse intestinal alkaline phosphatase. purified mouse IAP, CDP-Star luminescence, 30 min. inhibition, % at 10 µM. hit rate 0.2% among 330,000. AID 2806;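 active = inhibition of at least 40% at 10 µM in the primary screen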;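 also: plate controls were DMSO with enzyme for no effect and no enzyme wells for full effect; values of inactives mirror those of a sister screen read the other way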
# mIAP act: increases mouse intestinal alkaline phosphatase activity; muIAP, CDP-Star luminescence, 30 min; active compounds read high; 1 = vehicle-only enzyme signal, 0 = enzyme-free wells; activation factor at 10 µM; hit rate 0.24% among 330,000;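 active = activation factor of at least 2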; also: the source names both 10 and 20 µM as test concentration; values of inactives mirror those of a sister screen read the other way
#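 System: Mouse IAP enzyme | Also added: CDP-Star substrate | Dosing: Compounds dispensed in DMSO | Schedule: 30 min enzyme-substrate-compound incubation at room temperature | Technique: Chemiluminescence readout | Control set: DMSO-only wells and no-enzyme negative control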
# HKDC1 inhibitor: HKDC1 (human) hexokinase inhibition. recombinant HKDC1, G6PDH/diaphorase resazurin coupled fluorescence. Q2TB90. inhibition, % at 20 µM. hit rate 0.16% among 340,000;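 active = inhibition above about 35% when tested at 20 µM, limit read from the data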;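 also: plate controls were DMSO wells with enzyme for no effect and DMSO wells lacking enzyme for full effect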
#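 Assay system: in-house recombinant HK5 (HKDC1) enzyme. Input: HKDC1 at 5 µg/mL. Medium: Tris pH 8.0 buffer with MgCl2, Tween-20, BSA, BME. Dosing: single 20 µM dose. Schedule: 90 min reaction incubation at room temperature, dark. Signal: resazurin-to-resorufin fluorescence via G6PDH and diaphorase coupling, 525/613 nm. Controls: DMSO-enzyme wells negative, buffer-substituted wells positive.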
# hIAP act: human IAP activation; purified human IAP, CDP-Star luminescence, 30 min; active compounds read high; 1 = vehicle-only enzyme, 0 = enzyme-free background; activation factor at 10 µM; P09923; hit rate 0.16% among 330,000;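 active = activation factor of the enzyme at least 2-fold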; also: the source names both 10 and 20 µM as test concentration; values of inactives mirror those of a sister screen read the other way
# ATG4B inhibitor: ATG4B (human) cysteine protease inhibition | ATG4B cleavage of LC3-PLA2, NBD-HPC fluorescence, 1 h | Q9Y4P1 | inhibition, % at 8.33 µM | hit rate 0.51% among 340,000; in the data active = inhibition above about 40%
# Target sequence (Q9Y4P1 whole entry, looked up): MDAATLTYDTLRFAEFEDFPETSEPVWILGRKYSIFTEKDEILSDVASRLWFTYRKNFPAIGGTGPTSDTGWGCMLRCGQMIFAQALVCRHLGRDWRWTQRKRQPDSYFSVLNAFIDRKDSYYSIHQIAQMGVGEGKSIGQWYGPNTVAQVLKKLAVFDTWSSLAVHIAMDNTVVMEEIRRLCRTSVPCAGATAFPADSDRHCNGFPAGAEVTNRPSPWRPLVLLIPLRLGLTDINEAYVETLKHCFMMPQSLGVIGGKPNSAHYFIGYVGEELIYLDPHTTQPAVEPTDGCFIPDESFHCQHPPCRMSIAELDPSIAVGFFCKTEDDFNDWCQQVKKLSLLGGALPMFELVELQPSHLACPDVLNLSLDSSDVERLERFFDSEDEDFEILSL
# A3A deaminase: blocks human APOBEC3A ssDNA deamination. P31941. recombinant A3A, FAM/TAMRA ssDNA deamination fluorescence. inhibition, % at 20 µM. hit rate 0.41% among 330,000;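 active = at least 40% inhibition at 20 µM here, with at most 30% in a related deaminase screen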;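 also: plate controls were A3A with DMSO for no effect and wells lacking A3A enzyme for full effect; some results filed as inactive read as strong as hits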
# Target sequence (P31941 whole entry, looked up): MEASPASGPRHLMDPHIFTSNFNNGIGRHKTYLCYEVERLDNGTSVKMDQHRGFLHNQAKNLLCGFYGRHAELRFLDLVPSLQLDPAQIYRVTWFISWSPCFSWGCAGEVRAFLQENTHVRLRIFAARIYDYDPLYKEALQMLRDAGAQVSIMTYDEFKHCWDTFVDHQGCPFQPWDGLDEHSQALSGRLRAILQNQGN
# hIAP block: human IAP inhibition. P09923. purified IAP, CDP-Star luminescence, 30 min. inhibition, % at 10 µM. hit rate 0.12% among 330,000. AID 2544;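 active = inhibition reaching a set limit with compound at 10 µM in the primary screen, cut at about 35% in these data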;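 also: plate controls were DMSO wells with enzyme for no effect and no-enzyme buffer wells for full effect; values of inactives mirror those of a sister screen read the other way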
# Active calls of the source: *; . = no result given. An unsorted share of the library; overall some 2.4% were active at least once.
SMILES,PfGluPho inh,mIAP block,mIAP act,HKDC1 inhibitor,hIAP act,ATG4B inhibitor,A3A deaminase,hIAP block
COc1nn(CC(=O)N2N=C(C(F)F)CC2(O)C(F)F)cc1[N+](=O)[O-] (configuration not stated),-12.5,-0.1,1,-6.0,0.859,-0.7,-1.3,14.1
COc1ccc(NC(=O)C2=CC(c3ccco3)=NS(=O)(=O)N2C)cc1,1.5,-0.5,1,-1.5,1.2,-2.6,4.4,-19.7
COc1ccccc1NC(=O)N(Cc1ccco1)Cc1cc2ccc(C)c(C)c2[nH]c1=O,11.9,5.4,0.946,-1.5,1.04,-11.8,1.6,-3.9
CCN(CC)c1ccc(C(=O)OCC(=O)Nc2sccc2C#N)cc1,-10.9,2.0,0.98,9.2,0.928,2.6,0.4,7.2
O=C(CCC1CCCC1)N[C@@H](Cc1ccc(O)cc1)C(=O)O,-14.1,4.1,0.959,-4.0,1.3,1.0,-0.4,-30.4
O=C(CCl)Nc1cc2[nH]c(=O)[nH]c2cc1Br,23.4,6.1,0.939,9.9,0.971,4.1,6.3,2.9
CCOC(=O)c1c(-c2ccc(C)cc2)csc1/N=C(\C)C1=C(O)c2ccccc2C1=O,14.6,13.3,0.867,-4.9,0.915,3.5,-2.7,8.5
CCOC(=O)C(=O)C1=C(N2CCOCC2)/C(=C\c2cccc([N+](=O)[O-])c2)CC1,-6.8,1.7,0.983,-8.2,0.99,-0.5,1.9,1.0
COc1cccc(NC(=O)CN(C)C(=O)CCNS(=O)(=O)c2ccc(C)cc2)c1,-8.3,-8.7,1.09,-1.2,1.14,0.0,-2.7,-14.3
N#Cc1ccc(-n2nccc2-c2cnc3n(c2=O)CCS3)cc1,-5.5,-5.6,1.06,-2.8,1.02,-6.5,1.0,-2.0
COc1ccc(S(=O)(=O)N2CCCCCC2)cc1C(=O)NCCc1ccccc1,-7.8,1.7,0.983,-4.5,1.06,0.6,1.8,-6.0
O=C(Nc1ccc(F)cc1F)C1CCCN1S(=O)(=O)c1ccc(-c2ccc(=O)[nH]n2)s1 (configuration not stated),3.8,5.1,0.949,-4.0,0.927,-4.8,-6.8,7.3
O=c1ccc2cc(O)c(O)cc2o1,-22.9,39.2,0.608,-1.1,0.597,-6.8,-4.7,40.3*
CC(C)(C)NC(=O)Cn1nnc(-c2ccccc2NC(=O)c2cnccn2)n1,-11.9,1.6,0.984,-2.2,1.06,-16.0,3.9,-6.1
CCOC(=O)c1cccc(NC(=O)/C=C/c2cccc([N+](=O)[O-])c2)c1,11.4,10.6,0.894,-11.4,0.857,-2.5,0.2,14.3
CSc1nc(-c2ccccc2)c(C#N)c(=O)[nH]1,-25.0,3.0,0.97,-4.8,0.885,5.1,3.2,11.5
O=C(Nc1nc2ccccc2s1)C1CC(=O)N(c2ccc(Br)cc2)C1 (configuration not stated),1.7,5.4,0.946,1.3,1.05,-20.5,-1.2,-5.2
Cc1nc(-c2ccccn2)sc1C(=O)Nc1ccc(F)cc1F,-2.1,-7.9,1.08,-5.1,1.19,-8.1,-2.4,-18.7
CC(=O)Nc1cccc(NC(=O)c2ccc([N+](=O)[O-])cc2Cl)c1,-16.2,5.2,0.948,3.1,0.908,-3.9,-4.0,9.2
Cc1nn(CC(=O)Nc2ccc3c(c2)nc2n3CCN(C3CCCCC3)C2)c(=O)c2ccccc12,11.6,3.0,0.97,4.8,0.988,-0.1,8.0,1.2
O=C(O)Cc1ccc(C(=O)c2ccc(Cl)cc2)s1,8.3,2.9,0.971,-5.4,0.995,-8.5,0.7,0.5
COc1ccc(NC(=O)Nc2ccc(F)cc2)cn1,11.4,-7.0,1.07,-1.9,0.981,3.4,-0.1,1.9
Cc1ccc(C2=NOC(=O)/C2=C\c2ccccc2)cc1,11.7,12.9,0.871,4.6,0.826,-5.8,-0.7,17.4
C=CCn1c(NCc2ccc(N(C)C)cc2)nc2ccccc21,5.8,-1.1,1.01,-6.1,0.945,-3.3,-2.3,5.5
OC(CN1CCCCC1)CN(c1ccccc1)c1ccccc1 (configuration not stated),6.8,0.2,0.998,-9.5,0.988,0.5,-2.0,1.2
Cc1cc2c(C)nc(N/N=C/c3ccccc3)nc2o1,-11.8,-10.9,1.11,-3.4,0.892,-1.0,-2.8,10.8
CCOc1ccc2nc(N3CCC(C(=O)NCCCN4CCOCC4)CC3)sc2c1,-8.1,-16.8,1.17,-9.2,1.21,-5.7,-7.5,-20.7
CCOc1ccc(S(=O)(=O)N(CC)CC)cc1NS(=O)(=O)c1ccc(F)c(F)c1F,-15.2,-9.3,1.09,-5.8,1.04,5.3,-4.5,-4.3
Cc1cc(C)c(NC(=O)/C(=C/c2ccco2)c2ccccc2)c(C)c1,-3.0,1.9,0.981,3.0,0.95,-0.7,2.0,5.0
COc1ccc(-c2nc(CS(=O)(=O)CC(=O)NC3CCCCCC3)c(C)o2)cc1,-13.8,-5.9,1.06,3.7,1.02,0.2,-2.6,-2.2

# Entries shown so far with fluorine (5):
SMILES,PfGluPho inh,mIAP block,mIAP act,HKDC1 inhibitor,hIAP act,ATG4B inhibitor,A3A deaminase,hIAP block
COc1nn(CC(=O)N2N=C(C(F)F)CC2(O)C(F)F)cc1[N+](=O)[O-] (configuration not stated),-12.5,-0.1,1,-6.0,0.859,-0.7,-1.3,14.1
O=C(Nc1ccc(F)cc1F)C1CCCN1S(=O)(=O)c1ccc(-c2ccc(=O)[nH]n2)s1 (configuration not stated),3.8,5.1,0.949,-4.0,0.927,-4.8,-6.8,7.3
Cc1nc(-c2ccccn2)sc1C(=O)Nc1ccc(F)cc1F,-2.1,-7.9,1.08,-5.1,1.19,-8.1,-2.4,-18.7
COc1ccc(NC(=O)Nc2ccc(F)cc2)cn1,11.4,-7.0,1.07,-1.9,0.981,3.4,-0.1,1.9
CCOc1ccc(S(=O)(=O)N(CC)CC)cc1NS(=O)(=O)c1ccc(F)c(F)c1F,-15.2,-9.3,1.09,-5.8,1.04,5.3,-4.5,-4.3

# (continued)
SMILES,PfGluPho inh,mIAP block,mIAP act,HKDC1 inhibitor,hIAP act,ATG4B inhibitor,A3A deaminase,hIAP block
O=C(Nc1ccc(N2CCN(C(=O)C3CC3)CC2)cc1)c1cccs1,-1.1,-5.3,1.05,-6.1,1.1,-7.2,0.1,-9.6
COc1ccc(NS(=O)(=O)c2cc(NC(=O)C3CCCCC3)ccc2N2CCOCC2)cc1,11.3,-20.8,1.21,-5.7,1.02,-20.8,-0.5,-1.6
Cc1nn(CCCC(=O)NCCc2ccccc2)c(=O)c2nccn12,0.7,-3.0,1.03,-1.9,0.922,-1.2,-1.8,7.8
Cc1ccc2c(c1)c1ncn(CCC3=CCCCC3)c(=O)c1n2C,34.0,-3.1,1.03,7.9,0.964,-5.0,0.4,3.6
CCOC(=O)Cc1csc(NC(=O)CSc2nc(=O)[nH]c3c2CCCC3)n1,8.3,1.4,0.986,0.7,1,0.6,-2.3,-0.1
CCOC(=O)N1CCN(C(=O)c2ccc3c(c2)NC(=O)C(N2CCOCC2)S3)CC1 (configuration not stated),32.3,3.5,0.965,1.5,1.02,-11.0,-5.4,-1.9
COc1cc(C2C(C#N)=C(N)Oc3c2c(-c2ccccc2)nn3-c2ccccc2)cc(OC)c1OC (configuration not stated),8.3,-2.0,1.02,-2.9,1.05,6.7,-0.8,-4.7
Cc1nc(-c2ccc(F)cc2)c(CC(=O)N2CCN(S(=O)(=O)c3cccc(F)c3)CC2)s1,0.3,11.3,0.887,6.4,1.1,6.2,3.8,-10.5
CC(C)[C@H](NC(=O)N1CCn2c1nc1ccccc12)C(=O)NC1CC1,-5.8,-1.1,1.01,-4.8,1.21,3.8,-1.9,-21.0
O=C(COc1coc(CN2CCCc3ccccc32)cc1=O)Nc1ccc([N+](=O)[O-])cc1,4.6,2.7,0.973,-3.3,1.02,8.0,-0.7,-2.1

# hIAP block: entries above that show a hit.
SMILES,PfGluPho inh,mIAP block,mIAP act,HKDC1 inhibitor,hIAP act,ATG4B inhibitor,A3A deaminase,hIAP block
O=c1ccc2cc(O)c(O)cc2o1,-22.9,39.2,0.608,-1.1,0.597,-6.8,-4.7,40.3*

# Following part:
SMILES,PfGluPho inh,mIAP block,mIAP act,HKDC1 inhibitor,hIAP act,ATG4B inhibitor,A3A deaminase,hIAP block
Nn1c(SCC(=O)N2CCCCC2)nnc1-c1ccncc1,-7.8,-12.3,1.12,0.4,0.949,1.1,-2.3,5.0
CC(C)(C)c1ccc(C(=O)NC(=O)COC(=O)c2ccc(Br)o2)cc1,3.8,-6.5,1.06,-7.0,1.2,-9.6,4.6,-19.7
CCN(C(=O)COC(=O)CCS(=O)(=O)c1ccc(C)cc1)C1CCS(=O)(=O)C1 (configuration not stated),-10.2,1.3,0.987,-8.1,1.06,1.4,2.2,-5.7
COCCN(C(=O)COc1ccccc1)c1nnc(-c2cccnc2)s1,9.7,0.1,0.999,-2.0,0.969,-7.6,-1.5,3.0
CCn1nc(C(=O)Nc2ccc(S(=O)(=O)Nc3nccs3)cc2)c2ccccc2c1=O,-19.1,3.5,0.965,-1.5,1.2,-0.5,2.7,-20.3
CCCC(O)(CCC)C(=O)NN1CCCCC1,-0.7,-3.2,1.03,15.9,0.961,-4.8,-5.9,3.9
CN(C)CCNC(C(=O)Nc1cc(Cl)cc(Cl)c1)c1ccccc1 (configuration not stated),13.3,8.8,0.912,5.3,1.41,-1.5,6.0,-41.4
O=C1NCCCC2c3cc(O)c4ccccc4c3OC12N1CCCCC1 (configuration not stated),.,8.1,0.919,.,0.954,.,8.6,4.6
COc1ccc(OC)c(-c2cc(C(=O)Nc3c(C)nn(Cc4ccccc4C)c3C)no2)c1,16.2,12.5,0.875,-0.4,1,34.7,4.4,-0.4
CC(NC(=O)OCc1ccccc1)C(=O)NCC(=O)NC(Cc1ccc(OC(C)(C)C)cc1)C(=O)OC(C)(C)C (configuration not stated),19.3,1.2,0.988,-0.7,1.23,-2.7,2.7,-23.3
O=C(Nc1nnc(SCc2c(Cl)cccc2Cl)s1)C1CCCO1 (configuration not stated),-35.5,0.4,0.996,-1.3,1.09,4.4,-0.3,-9.5
O=C(CC1C(=O)NCCN1CC(c1ccccc1)c1ccccc1)NCC1CCOCC1 (configuration not stated),-1.8,-1.1,1.01,-1.7,0.998,6.0,1.9,0.2
CCOc1ccc(Cl)cc1CNCCCSc1ncccn1,2.7,1.4,0.986,-5.7,1.37,-1.1,-5.5,-36.9
CC1CCCN(C(=O)C2CCN(S(=O)(=O)c3ccccc3)CC2)C1 (configuration not stated),2.9,2.3,0.977,-5.1,1.05,7.3,0.8,-4.8
CCN(CC)C(=O)Cn1cc(C(=O)C(=O)NCc2cccs2)c2ccccc21,-2.3,-1.6,1.02,-3.5,0.917,-5.8,0.9,8.3
CCN(CC)c1ccc(NC(=O)Cn2cc3c(n2)CCC(C)C3)c(C)c1 (configuration not stated),36.9,7.0,0.93,3.3,1.02,4.1,0.7,-2.4
CC(C)OCCCNC(=O)c1ccccc1Oc1ccccc1,-1.9,-1.4,1.01,-7.1,1.09,-3.5,-2.1,-9.5
CCn1c(SCC(=O)Nc2nc(C)c(C)s2)nnc1-c1cccnc1,2.2,1.1,0.989,3.2,0.867,-2.3,1.7,13.3
COC1(OC)N=C(N)C2(C#N)C(c3ccccc3)NC(C)=CC12C#N (configuration not stated),-4.9,1.4,0.986,-4.0,1.07,-3.2,-7.2,-6.7
COCCN1CC(C(=O)NCc2ccccc2-n2ccnc2C)CCC1=O (configuration not stated),-14.8,3.9,0.961,1.3,0.98,3.7,-1.1,2.0

# Screening results as filed in PubChem.
